Bioassay records deposited in PubChem BioAssay by National Center for Advancing Translational Sciences (NCATS).
aSyn tox rescue: inhibitors of alpha-synuclein toxicity in yeast | S. cerevisiae alpha-synuclein toxicity rescue, BacTiter-Glo growth, 24 h | Potency, µM (doses to about 46.1 µM), for inactives: top-dose growth rescue (activation), usual class: activators | 0.02% of 94,000 active | AID 1347070; active = well fitted activation curve with a large enough effect; inconclusive = small, poorly fitted or top-dose-only effect; also: 0% is about no effect
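Growth restoration measured by BacTiter-Glo luminescence after 24 hr at 30 deg C; alpha-synuclein yeast, raffinose-pregrown to mid-log, were added at OD600=0.02 in galactose medium onto pinned compounds.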
Numbers without * were called inactive; u = inconclusive; [ ] = remark or other dose. Potency is read from the fitted curve at half-maximal effect. These rows are one share of the data; the hit share may differ from the screen's.

cpd	SMILES	aSyn tox rescue
1	CN=C1S/C(=C\c2c(OC)cc(OC)cc2OC)C(=O)N1C	4%
2	O=C1C(=O)N(c2ccccc2)C(c2ccccc2[N+](=O)[O-])/C1=C(\O)c1ccccc1 (stereo unspecified)	6%
3	CCc1ccccc1NC(=O)Cn1nnc2sc3c(c2c1=O)CCC(C(C)(C)C)C3 (stereo unspecified)	3%
4	O=S(=O)(NCCc1csc(-c2ccc(F)cc2)n1)c1ccc(Cl)cc1	-8%
5	CCOc1ccc(CCNC(=O)Cn2ccc3cc(S(=O)(=O)N4CCCCCC4)ccc32)cc1	-12%
6	COc1cccc(N=Cc2nc(-c3ccccc3)oc2OC(C)=O)c1	-8%
7	CCC(=O)Nc1ccc(C(=O)NNC(=O)CCCCC(=O)NNC(=O)c2ccc(NC(=O)CC)cc2)cc1	-3%
8	CCN(CC)C(=O)C1=C(C)N(Cc2ccc(C(C)(C)C)cc2)C(=O)C(CC(=O)NC2CCCC2)C1 (stereo unspecified)	0%
9	CN(C)CCCN(C(=O)c1ccco1)c1nc2c(F)cc(F)cc2s1	3%
10	CCC1CCCCN1CCCNC(=O)c1ccc2c(c1)N(Cc1cccc(Cl)c1)C(=O)c1ccccc1S2(=O)=O (stereo unspecified)	1%
11	COc1ccccc1-c1nnc(SCCOc2ccccc2C)o1	9%
12	O=C(OCc1nc2ccsc2c(=O)[nH]1)c1ccccc1	-10%
13	O=C(O)c1ccc(NC(=S)N2CCCCC2)cc1	3%
14	Cc1ccc(-n2ncc3c(NCCC4=CCCCC4)ncnc32)cc1	-6%
15	Cc1ccc(S(=O)(=O)c2nc(-c3cccs3)oc2SCC(=O)Nc2cc(C)cc(C)c2)cc1	-2%
16	CCCc1nccn1S(=O)(=O)c1cc(Br)ccc1OC	-1%
17	COc1ccccc1CNC(=O)C(=O)NCC(c1ccc2c(c1)OCO2)N1CCOCC1 (stereo unspecified)	2%
18	CCCCNC(=O)c1oc2ccc(S(=O)(=O)N3CCCC3)cc2c1C	6%
19	O=C(N/N=C/c1ccc2c(c1)OCCO2)c1ccncc1	1%
20	CCc1ccc(NC(=O)C2CCN(c3nnc(-n4c(C)ccc4C)s3)CC2)cc1	-6%
21	O=C1CCCN1CCC12CC3CC(CC(C3)C1)C2	15%
22	CCOC(=O)c1ccccc1NC(=O)CN1C(=O)CC(c2ccccc2)Sc2ccccc21 (stereo unspecified)	16%
23	O=C(CN(Cc1ccc(F)cc1)C(=O)CCC(=O)Nc1nccs1)NCc1ccc(F)cc1	-8%
24	CCOc1ccccc1NC(=O)CSc1nc2c(oc3ccccc32)c(=O)n1C(C)C	-6%
25	COc1ccccc1N(CC(=O)Nc1ccccc1F)S(C)(=O)=O	2%

Random excerpt: 5 records from the list
cpd	SMILES	aSyn tox rescue
17	COc1ccccc1CNC(=O)C(=O)NCC(c1ccc2c(c1)OCO2)N1CCOCC1 (stereo unspecified)	2%
2	O=C1C(=O)N(c2ccccc2)C(c2ccccc2[N+](=O)[O-])/C1=C(\O)c1ccccc1 (stereo unspecified)	6%
3	CCc1ccccc1NC(=O)Cn1nnc2sc3c(c2c1=O)CCC(C(C)(C)C)C3 (stereo unspecified)	3%
23	O=C(CN(Cc1ccc(F)cc1)C(=O)CCC(=O)Nc1nccs1)NCc1ccc(F)cc1	-8%
24	CCOc1ccccc1NC(=O)CSc1nc2c(oc3ccccc32)c(=O)n1C(C)C	-6%

Returning to the listing with the three entries that preceded the break.
cpd	SMILES	aSyn tox rescue
23	O=C(CN(Cc1ccc(F)cc1)C(=O)CCC(=O)Nc1nccs1)NCc1ccc(F)cc1	-8%
24	CCOc1ccccc1NC(=O)CSc1nc2c(oc3ccccc32)c(=O)n1C(C)C	-6%
25	COc1ccccc1N(CC(=O)Nc1ccccc1F)S(C)(=O)=O	2%
26	O=C(CSc1nnc2ccc(-c3ccc(Br)cc3)nn12)NCC1CCCO1 (stereo unspecified)	1%
27	Cc1c(CCC(=O)NCc2cccc(Cl)c2)c(=O)oc2c(C)c(O)ccc12	1%
28	CCn1c(=O)c2cc(C(=O)N(C)c3cc(C)ccc3C)sc2c2ccccc21	u
29	Cc1ccc2oc(C(=O)Nc3ccc(S(=O)(=O)N(C)c4ccccc4)cc3)cc(=O)c2c1	-11%
30	O=C(O)c1ccccc1NS(=O)(=O)c1ccc2ccccc2c1	0%
31	Cc1ccc(-c2nc(-c3cccs3)c(-c3cccs3)[nH]2)cc1	-5%
32	CC(C)Cc1nnc(NC(=O)Nc2ccccc2)s1	11%
33	CSc1ccccc1C(=O)Nc1cccc([N+](=O)[O-])c1C	0%
34	O=C(c1ccccc1O)N1CCOCC1	1%
35	CCOC(=O)C1CCN(CCC(=O)Nc2ccc(Br)c(C)c2)CC1	-3%
36	COc1ccc(CCNC(=O)CSc2ncc3c(n2)-c2cc(Cl)ccc2N(Cc2ccccc2)S3(=O)=O)cc1OC	-5%
37	CCc1nnc(NC(=O)c2ccc(Cl)c(S(=O)(=O)N3CCc4ccccc4C3)c2)s1	-5%
38	O=C(COC(=O)C1CCN(c2ccc(C(F)(F)F)cn2)CC1)NCc1ccc(F)cc1	-3%
39	Cc1ccc(S(=O)(=O)N2C[C@H]3[C@H]4C(=O)N(c5ccccc5)C(=O)[C@H]4C[C@H](OC(=O)NCC4CCCCC4)[C@@]3(O)C2)cc1	-5%
40	Cc1cccc(N2CCN(C(=O)C3CCN(S(=O)(=O)c4c(C)noc4C)CC3)CC2)c1C	3%
41	COc1ccc(OC)c(NC(=O)CSc2c3c(nc4cc(Cl)ccc24)CCCC3)c1	1%
42	O=[N+]([O-])c1ccc(NCCCNS(=O)(=O)c2ccc(Cl)cc2)c(Cl)c1	-24%
43	O=C(Nc1cccc(S(=O)(=O)N2CCCCCC2)c1)c1ccc2ccccc2n1	-8%
44	CCOC(=O)C1CCN(C(=O)c2cccc(NC3=NC4CS(=O)(=O)CC4S3)c2)CC1 (stereo unspecified)	2%
45	CC(NC(=O)NC1CCCCC1)C(c1cccs1)N1CCN(c2ccccc2)CC1 (stereo unspecified)	7%
46	Cc1ccc(N(CC(=O)NCc2ccco2)C(=O)CCC(=O)Nc2nccs2)c(C)c1	-1%
47	O=C(O)c1ccccc1NC(=O)C1CCN(S(=O)(=O)c2ccc3c(c2)OCCO3)CC1	-11%
48	COc1cccc(NC(=S)N(CCN(C)C)C(C)c2ccncc2)c1 (stereo unspecified)	-2%
49	Cc1ccc(S(=O)(=O)N2CCCCC2)cc1NC(=O)c1ccco1	-2%
50	CCCn1c(C)cc(-c2csc(NC(=O)CCc3nc4ccccc4c(=O)[nH]3)n2)c1C	0%

Values by screen from the entries so far:
Compounds 2–5 in aSyn tox rescue: 6%, 3%, -8%, -12%

(list continues)
cpd	SMILES	aSyn tox rescue
51	COc1ccc(CCNC(=O)c2c(C)nn(-c3ccc(F)cc3)c2-n2cccc2)c(OC)c1OC	5%
52	COc1ccc2c(=O)c3c(=O)n(CCc4ccccc4)c(C(C)C)nc3oc2c1	1%
53	CC(=O)c1c(C)oc2ccc(NS(=O)(=O)c3ccc(C)cc3)cc12	0%
54	CCOc1ccc(NC(=O)c2cc3cc4ccc(C)cc4nc3o2)cc1	6%
55	Cc1nn2c(=O)cc(COc3ccc(/C=C(\C#N)C(=O)Nc4ccc(F)cc4)cc3)nc2s1	-4%
56	CC(=O)Nc1ccc(NC(=O)C2CCCN(S(=O)(=O)c3ccc4c(c3)CCCC(=O)N4)C2)cc1 (stereo unspecified)	-6%
57	Cc1ccc(S(=O)(=O)NC(C)C(=O)NC(C)c2cccs2)cc1 (stereo unspecified)	-5%
58	COc1ccc(C2=C(C)C(=O)N(Cc3ccc(C(=O)NCc4ccccc4C)cc3)S2(=O)=O)cc1	3%
59	COc1ccc(-n2cc(-c3ccc4c(c3)OCO4)n(CC(=O)Nc3cccc(C)c3C)c2=O)c(OC)c1	4%
60	CC1(C)CC(NC(=O)c2cccc(S(=O)(=O)N(Cc3ccccc3)c3ccccc3)c2)CC(C)(C)N1	1%
61	S=C(CSc1ccccc1)Nc1cccc2ccccc12	5%
62	COc1cccc(C(=O)O/N=C2\CCS(=O)(=O)c3sccc32)c1	-6%
63	COc1ccc(NC(=O)Cn2c(=O)c3ccccc3n3nncc23)c(OC)c1	-5%
64	CC(=O)c1ccc(Nc2c(C)n(C)n(-c3ccccc3)c2=O)cc1	9%
65	Cc1ccn2cc(CCNC(=O)c3ccc(Br)o3)nc2c1	2%
66	O=C(c1ccc([N+](=O)[O-])c(CS(=O)(=O)c2ccc(Cl)cc2)c1)N1CCCC1	-2%
67	Cc1cc(C)nc(N/N=C/c2cc(Br)ccc2O)n1	-34%[inhibitor]
68	Cc1ccc(NC(=O)CSc2nnc(C)s2)c(C)c1	-2%
69	C#CCN(Cc1ccco1)C(=O)c1cc(COc2ccc(F)cc2Cl)on1	14%
70	Fc1ccc2[nH]c(-c3cccs3)cc2c1	-34%[inhibitor]
71	COC(=O)c1cc(S(=O)(=O)Nc2cccc(S(N)(=O)=O)c2)oc1C	0%
72	O=C(O)c1ccc(N2CCS(=O)(=O)CC2)cc1	-8%
73	CC[C@H](C)[C@H]1CNC(=S)N1CC1CCN(CC)CC1	0%
74	Cc1c(CCC(=O)NCCCn2ccnc2)c(=O)oc2cc3oc4c(c3cc12)CCCC4	8%
75	CC(C)=CCN1CCN(Cc2cccc3nccnc23)CC1CCO (stereo unspecified)	-8%
76	CCc1ccccc1NC(=O)Cn1c(=O)n(CCc2ccccc2)c(=O)c2ccccc21	0%
77	COC(=O)c1ccc(CO/N=C(\NC(C)=O)c2nonc2NC(C)=O)cc1	0%
78	Cc1ccc2c(c1)N(C(=O)CCC(=O)NCc1cccnc1)CC(C)O2 (stereo unspecified)	-2%
79	O=[N+]([O-])C1=CC=C2C(=NC3(CCCCC3)N2O)C1=NCCc1ccccc1	3%
80	COc1ccc(CNC(=O)c2ccc(C(C)(C)C)cc2)cc1	-1%
81	O=C(CSc1nnc2ccc(-c3ccccn3)nn12)Nc1cccc(F)c1	-3%
82	Cc1cc(F)ccc1NC(=O)CCS(=O)(=O)c1ccc2c(c1)CC(C)N2C(=O)C1CC1 (stereo unspecified)	-1%
83	O=C(Cc1ccc(F)cc1)NCc1nc2cccnc2n1Cc1ccc(F)cc1	-2%
84	C(=NOCc1ccccc1)c1ccccn1	8%
85	Cc1csc2nc(COC(=O)c3ccccc3NC(=O)c3ccc(F)cc3)cc(=O)n12	-4%
86	O=C(NCCc1cn[nH]c1)c1ccc2oc(CCc3ccccc3)nc2c1	-7%
87	O=C(CCc1ccccc1O)NC1CCCc2ccccc21 (stereo unspecified)	6%
88	Cc1ccccc1C(=O)c1cccn1CC(=O)NCCCN1CCc2ccccc2C1	2%
89	CC(=O)Nc1sc2c(c1C(c1cccc(Cl)c1)N1CCN(CCO)CC1)CCCC2 (stereo unspecified)	-3%
90	COC(=O)c1cc(S(=O)(=O)NCC2CCN(Cc3cccc(F)c3)CC2)cn1C	-10%
91	CCC(=O)N1CCc2cc(Br)cc(S(=O)(=O)N(C)c3ccc(OC)cc3)c21	-4%
92	CCCCn1c(N)c(N(CCOC)C(=O)c2ccc(-c3ccc(Cl)cc3)o2)c(=O)[nH]c1=O	-11%
93	COc1ccc(-n2c(=O)c3ccc(C(=O)NCc4ccc(C)cc4)cc3n(Cc3cccc(Cl)c3)c2=O)cc1	1%
94	COc1cc(-c2nnc(SCCOc3ccccc3)o2)cc(OC)c1OC	2%
95	COc1ccc(OC)c(NC(=O)CCNS(=O)(=O)c2ccc3c(c2)oc(=O)n3C)c1	5%
96	Cc1ccc(-c2noc(C3CCCN(C(=O)c4cccc([N+](=O)[O-])c4)C3)n2)o1 (stereo unspecified)	-4%
97	CC(Sc1nc2c([nH]c3ccccc32)c(=O)n1-c1ccccc1)c1ccccc1 (stereo unspecified)	25%
98	CCCCC(CC)CNC(=O)c1[nH]c(C)c(C(C)=O)c1C (stereo unspecified)	-9%
99	COc1ccc(S(=O)(=O)Cc2ccc(C(=O)N3CCN(c4cc(C)ccc4C)CC3)o2)cc1	27%
100	CCC1CCCCN1CCNS(=O)(=O)c1ccc2c(c1)oc(=O)n2C (stereo unspecified)	-4%

A few values from the list:
compound 90 – aSyn tox rescue = -10%
compound 92 – aSyn tox rescue = -11%
compound 99 – aSyn tox rescue = 27%
compound 96 – aSyn tox rescue = -4%
compound 85 – aSyn tox rescue = -4%
compound 94 – aSyn tox rescue = 2%
compound 87 – aSyn tox rescue = 6%

Additional structures.
cpd	SMILES	aSyn tox rescue
101	Cc1ccccc1CN1CCN(S(=O)(=O)c2cccs2)CC1	10%
102	COc1ccc(NC(=O)Cc2nnc(SCC(=O)Nc3nccs3)n2C)cc1	-2%
103	COc1cc(-c2cc3n(C)c(C)c(CCC(=O)NCc4ccccc4)c(=O)n3n2)cc(OC)c1OC	3%
104	COc1cccc(OC)c1C(=O)NC(=S)NCc1ccccc1	0%
105	CCN(Cc1ccccc1)Cc1c(O)ccc2c(=O)c(-c3ccc(Cl)cc3)c(C(F)(F)F)oc12	1%
106	COc1cc2ccccc2cc1-c1nnc(COc2ccccc2)o1	-3%
107	O=C1CCC(C(=O)OCC(=O)Nc2ccc(SC(F)F)cc2)=NN1	-2%
108	CCCC(=O)N1CCN(c2nc3c(OC)ccc(C)c3s2)CC1	24%
109	Nc1ccccc1C#CC(=O)c1ccccc1	-47%[inhibitor]
110	NC(=O)c1nsc(C(=O)N(Cc2ccccc2F)C(C(=O)NCC2CCCO2)c2ccc(F)cc2)c1N (stereo unspecified)	8%
111	COc1ccc(-c2cc(C(F)(F)F)nc(NCc3ccccc3)n2)cc1	8%
112	COc1cccc(CN(C)CC(O)COC(c2ccccc2)c2ccccc2C)c1 (stereo unspecified)	-7%
113	CCOC(=O)c1c(C)[nH]c(C)c1S(=O)(=O)N1CCN(c2ccccc2OC)CC1	-9%
114	Cc1nn(C)cc1-c1n[nH]c(=S)n1-c1ccc(F)cc1	0%
115	C[C@@H]1CCCCO[C@H](CN(C)C(=O)NC2CCCCC2)[C@@H](C)CN([C@H](C)CO)C(=O)c2cc(NC(=O)c3ccccc3)ccc2O1	-10%
116	O=c1c2ccccc2c2ccccc2c(=O)n1Cc1ccc2c(c1)OCO2	-9%
